Bioassay records from PubChem.
MITF primary – human MITF inhibition, primary screen; O75030; AlphaScreen MITF homodimerization, bead proximity signal; inhibition, % at 2.6 µM; 0.91% of 650,000 active; AID 1259374; in the data active = inhibition above about 50%;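 also: 0% = vehicle wells with protein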
Target sequence (O75030 whole entry, looked up): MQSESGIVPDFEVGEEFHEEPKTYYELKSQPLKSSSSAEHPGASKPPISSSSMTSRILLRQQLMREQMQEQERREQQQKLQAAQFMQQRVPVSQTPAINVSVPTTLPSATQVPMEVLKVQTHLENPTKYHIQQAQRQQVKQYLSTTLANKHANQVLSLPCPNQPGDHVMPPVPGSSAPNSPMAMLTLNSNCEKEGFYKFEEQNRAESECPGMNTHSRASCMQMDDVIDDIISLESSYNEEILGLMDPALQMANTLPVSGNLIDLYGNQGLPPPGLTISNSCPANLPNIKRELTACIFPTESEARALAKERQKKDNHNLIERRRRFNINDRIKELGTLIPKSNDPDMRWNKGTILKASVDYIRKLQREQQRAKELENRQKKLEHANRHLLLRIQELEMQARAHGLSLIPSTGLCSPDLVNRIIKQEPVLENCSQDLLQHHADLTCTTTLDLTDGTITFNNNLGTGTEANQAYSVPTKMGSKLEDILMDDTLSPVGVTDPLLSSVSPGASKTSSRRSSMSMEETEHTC
TEAD-YAP block – TEAD-YAP interaction inhibition | HEK-TIYL cells, TEAD-Gal4/YAP UAS-luciferase luminescence | inhibition, % at 9.12 µM | 1.4% of 640,000 active; in the data active = inhibition above about 32%;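 also: 0% = median of test compound wells and 100% = reference inhibitor wells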
FBW7 act – human FBW7 E3 ligase activation, primary screen; AID 1259310; 0.13% of 650,000 active; normalized activity (activation), % at 26.1 µM; AlphaScreen FBW7–phospho-cyclin E peptide binding, activator screen; in the data active = normalized activity above about 1.9%;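 also: purified mutant Fbw7 with reduced substrate affinity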
GPR151 ag – activators of human GPR151; Q8TDV0; PathHunter beta-arrestin GPR151 cells, luminescence; activation, % at 11.2 µM; 1% of 650,000 active; in the data active = activation above about 4.9%;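 also: 0% = median of compound wells and 100% = cells with positive control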
Target sequence (Q8TDV0 whole entry, looked up): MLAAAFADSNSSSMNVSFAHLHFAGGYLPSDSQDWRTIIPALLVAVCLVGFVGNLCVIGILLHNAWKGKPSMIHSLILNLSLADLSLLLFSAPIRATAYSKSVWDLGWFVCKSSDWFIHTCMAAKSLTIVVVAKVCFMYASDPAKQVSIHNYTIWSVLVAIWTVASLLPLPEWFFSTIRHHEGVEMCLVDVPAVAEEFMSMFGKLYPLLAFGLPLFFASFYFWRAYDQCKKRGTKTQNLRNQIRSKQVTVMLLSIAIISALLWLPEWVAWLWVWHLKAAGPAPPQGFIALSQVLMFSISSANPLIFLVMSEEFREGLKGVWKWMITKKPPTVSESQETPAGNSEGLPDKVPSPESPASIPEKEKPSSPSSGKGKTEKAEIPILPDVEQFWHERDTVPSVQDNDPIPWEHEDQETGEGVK
An asterisk follows results filed as active.

Below each SMILES – MITF primary	TEAD-YAP block	FBW7 act	GPR151 ag
[1] COc1ccc(CC2(CCC(=O)N(C)CC3Cc4ccccc4O3)CCC(=O)N2)cc1 (centres undefined)
  3.4	-2.4	0.1	-1.3
[2] CCOc1ccccc1C1NC(=S)NC(C)=C1C(=O)N1CCOCC1 (centres undefined)
  14.2	1.3	0.1	-0.7
[3] CCc1ccc2nc(N3CCC(C(=O)NCc4ccco4)CC3)sc2c1
  8.6	-27.1	0.1	-0.2
[4] CC1=NN2C(=N)/C(=C/c3cn(CCOc4cc(C)cc(C)c4)c4ccccc34)C(=O)N=C2S1
  -8.0	0.0	-0.1	-1.0
[5] O=S(=O)(NCc1csc(-c2cccs2)n1)c1cccc(C(F)(F)F)c1
  -4.3	8.7	1.5	0.7
[6] CN(C)CCCN(C(=O)c1ccc(Br)s1)c1nc2c(F)cc(F)cc2s1
  -6.0	-9.0	3.2*	2.6
[7] CCn1cc(C(=O)N2C[C@H](C(=O)OC)[C@@H](c3ccc(F)cc3)C2)cn1
  -8.4	-0.8	0.0	-0.3
[8] O=C(Nc1cc([N+](=O)[O-])ccc1F)C1CCCN1C(=O)OCc1ccccc1 (centres undefined)
  7.9	-5.1	-0.2	0.8
[9] COc1ccc(Nc2ncnc3c2cnn3-c2ccc(C)cc2C)cc1Cl
  3.2	-16.7	0.2	1.2
[10] CCCCCCCc1cnc(-c2ccc(-c3ccc(CCCCC)cc3)cc2)nc1
  5.4	7.0	0.1	-1.1
[11] CC(C)C(=O)NCCc1nc2ccccc2n1Cc1ccccc1
  7.6	-4.1	0.0	-0.1
[12] CCCC(=O)Nc1nc(-c2ccc(C)c(C)c2)cs1
  0.7	-52.3	-0.1	1.1
[13] O=C(O)CCCNc1nc(F)cc(F)n1
  8.0	-7.0	-0.2	0.7
[14] O=c1c2c3c(sc2nc(SCc2ccccc2F)n1-c1ccccc1)CCC3
  7.4	6.6	0.6	-1.3
[15] CCOC(=O)C1=C(C)N=c2s/c(=C\c3cccc(O)c3)c(=O)n2C1c1cc(OC)ccc1OC (centres undefined)
  8.6	5.6	0.5	0.0
[16] O=C(CSc1ccc(Cl)cc1)Nc1ccc2c(c1)C(=O)NC2=O
  12.1	-8.4	0.2	-0.7
[17] CCOC(=O)c1[nH]c(C)c(C(=O)Nc2ccc(Oc3ccccc3)cc2)c1C
  2.6	5.9	0.1	1.9
[18] c1ccc2c(c1)ncn2Cc1nnc2sc(-c3ccc4c(c3)OCO4)nn12
  -0.4	-0.7	-0.1	0.1
[19] COc1ccc2cc(-c3nc4ccccn4c3NCC3CCCO3)c(=O)[nH]c2c1 (centres undefined)
  -5.7	-22.0	-0.3	-0.2
[20] CCOc1ccc(NC(=O)C2=C(C)C(=O)OC23CCC(C)CC3)cc1 (centres undefined)
  3.5	4.7	0.0	0.7
[21] CCN(CC)S(=O)(=O)c1ccc2c(c1)nc(-c1cccnc1)n2C
  0.0	-47.3	-0.1	1.2
[22] O=C(Nc1ccc(F)cc1)C(=O)NC1CC1
  -16.7	-37.2	0.0	-2.7
[23] O=c1c2c(n3c(=S)[nH]nc3n1-c1ccccc1)-c1ccccc1CC21CCCCC1
  2.3	-1.6	-0.1	-1.5
[24] O=C(c1ccc(OC2CSC2)cc1)N1CCC2(CC1)CC(O)(c1nccs1)CO2 (centres undefined)
  -2.5	6.0	0.0	0.2
[25] CCCCC(C(=O)O)N1C(=O)CSC1=S (centres undefined)
  -4.2	-1.5	-0.1	-1.1
[26] N/C(=N/O)c1ccc(OCc2ccc(Cl)nc2)cc1
  9.3	-33.9	0.0	1.3
[27] Cc1ccc([N+](=O)[O-])cc1N1C(=O)C2C3C=CC(O3)C2C1=O (centres undefined)
  8.5	-3.7	0.0	0.0
[28] CCCCN(C)C(=O)CNC(=O)c1nn(-c2ccc(OC)c(OC)c2)c(=O)c2ccccc12
  6.9	15.8	0.1	0.9
[29] O=C(NC(=S)Nc1ccc(Cl)c(-c2nc3ncccc3o2)c1)c1ccc(F)cc1
  11.6	9.0	0.2	-0.4
[30] COc1ccccc1-c1nnc2sc(-c3ccccn3)nn12
  3.4	11.4	-0.4	0.3

Following part:
Below each SMILES – MITF primary	TEAD-YAP block	FBW7 act	GPR151 ag
[31] COc1ccccc1Nc1nc(-c2ccccc2)c2ccccc2n1
  3.0	16.6	0.4	-1.0
[32] O=C(Nc1cccc(NC(=O)c2ccc(Br)cc2)c1)c1ccccc1
  -6.3	0.2	-0.1	1.4
[33] CC(C)(C)c1ccc(C(=O)Nc2cc(C(=O)Nc3ccc(F)c(F)c3)ccc2N2CC3CC(C2)c2cccc(=O)n2C3)cc1 (centres undefined)
  7.6	-10.1	0.0	0.2
[34] O=C(NCC1CCCN(C(=O)CN2CCCCC2)C1)c1ccccc1Cl (centres undefined)
  -2.5	-9.3	-0.1	0.0
[35] O=C(Oc1ccc(C(=S)N2CCOCC2)cc1)c1ccc(Cl)cc1Cl
  -0.3	0.9	-0.2	-0.4
[36] c1cncc(CNc2nc(Nc3ccc4ncccc4c3)nc3c2ncn3C2CCCCC2)c1
  9.9	5.3	0.0	-0.2
[37] CCOC(=O)c1c(/N=c2\oc3ccccc3cc2C(=O)Nc2ccc(F)cc2)sc2c1CCCC2
  -4.0	-35.0	0.3	1.4
[38] Cc1cc(C)c(NC(=O)C(=O)N/N=C/c2ccccc2F)c(C)c1
  1.1	5.1	0.0	-0.8
[39] Cc1cc(C)nc(NS(=O)(=O)c2ccc(NC(=O)c3ccc(S(=O)(=O)N4CCCCCC4)cc3)cc2)n1
  -5.5	-5.9	-0.2	-0.6
[40] CSc1nc2c(c(=O)n1C)SCC2
  8.6	-10.9	0.1	1.4
[41] O=C(CN1C(=O)c2ccccc2C1=O)Nc1nnc(Cc2ccc(Cl)cc2)s1
  4.3	11.0	-0.3	2.8
[42] CCOC(=O)c1ccc(NC(=O)NC2CC3CCC(C2)N3)cc1 (centres undefined)
  12.1	-0.3	0.8	0.2
[43] OCC1CCCCN1c1nc(-c2ccccc2Cl)cn2ccnc12 (centres undefined)
  15.7	-6.4	0.0	1.1
[44] CCOC(=O)c1cnc(SCC(=O)N2CCN(C(=O)c3ccco3)CC2)nc1N
  1.5	-3.1	-0.3	0.2
[45] Cn1nc(C(=O)NCc2ccccn2)c2c1-c1ccccc1SC2
  2.1	-36.4	0.0	-0.1
[46] O=[N+]([O-])C(=C1SCCS1)C(=C(Cl)Cl)N1CCOCC1
  3.5	-2.4	-0.1	1.5
[47] O=C1CCCN1CCCNC(=S)Nc1ccc(Br)cc1Cl
  0.8	-13.2	-0.2	-0.8
[48] CN1CCN(C(=O)c2ccc([N+](=O)[O-])cc2)CC1
  5.5	-5.2	-0.1	-0.4
[49] Cc1ccc(S(=O)(=O)Nc2ccccc2-c2nc3ccccc3c(=O)o2)cc1
  10.0	0.2	0.3	0.2
[50] CN(c1ccccc1C(=O)Nc1ccc2c(c1)OCO2)S(=O)(=O)c1ccccc1
  4.5	-4.0	0.7	-0.6
[51] O=C(COc1ccc(Cl)cc1)Nc1ccc(Br)cc1
  16.3	0.6	0.5	0.1
[52] CC(C)CCN1C(=O)C2C(C(=O)Nc3ccc(Cl)cc3)C3C=CC2(O3)C1C(=O)NC1CCCCC1 (centres undefined)
  15.3	3.6	0.1	-0.8
[53] COC(=O)C1(C)NC(c2cccc(F)c2)C2C(=O)N(C)C(=O)C21 (centres undefined)
  3.6	1.2	-0.3	-0.4
[54] COC(=O)c1ccccc1C(=O)N1CCC(C2(Cc3ccccc3)NC(=O)NC2=O)CC1 (centres undefined)
  8.2	-2.3	0.0	0.2
[55] O=C(Cc1ccccc1)Nc1sc2c(c1C(=O)Nc1ccccc1Cl)CCCCC2
  -3.1	3.1	-0.1	0.1
[56] COc1ccc(/C=c2\sc3nnc(-c4ccc(OC)c(OC)c4)n3c2=O)cc1
  -2.4	0.0	-0.2	0.5
[57] O=C(Cn1c(C2CC2)nc2ccccc2c1=O)Nc1ccc(Br)cc1
  0.7	9.4	0.5	-0.5
[58] O=C(Nc1ccc2oc(-c3ccccc3F)nc2c1)c1ccc2c(c1)OCCO2
  -3.5	-14.7	-0.1	0.2
[59] O=C(O)c1ccc(CNCc2cccc(Cl)c2)cc1
  23.8	-4.6	0.1	-1.3
[60] COc1ccc(C2C(C(=O)NCc3ccccc3OC)c3ccccc3C(=O)N2c2ccc(OC)cc2)cc1 (centres undefined)
  6.1	2.5	0.0	-0.1

Gathered by group, the entries above with a furan ring, fused or not.
Below each SMILES – MITF primary	TEAD-YAP block	FBW7 act	GPR151 ag
[3] CCc1ccc2nc(N3CCC(C(=O)NCc4ccco4)CC3)sc2c1
  8.6	-27.1	0.1	-0.2
[44] CCOC(=O)c1cnc(SCC(=O)N2CCN(C(=O)c3ccco3)CC2)nc1N
  1.5	-3.1	-0.3	0.2

Other structures follow.
Below each SMILES – MITF primary	TEAD-YAP block	FBW7 act	GPR151 ag
[61] CCCCOc1ccc(C2CC(=O)C3=C(C2)Nc2ccccc2N(C(C)=O)C3c2ccccc2)cc1 (centres undefined)
  6.3	2.9	0.0	-0.7
[62] CN(CC(COc1cccc2ccccc12)OC(=O)c1ccc(Cl)cc1Cl)C1=NS(=O)(=O)c2ccccc21 (centres undefined)
  3.3	-10.6	0.0	0.5
[63] O=C(C1CC(Cc2cccc3ccccc23)=NO1)N1CCC(C(O)Cc2ccccc2)CC1 (centres undefined)
  2.8	-5.2	0.0	-0.8
[64] COc1ccc(C(=O)O/N=C/c2ccc(N(C)C)cc2)cc1
  -0.9	-3.5	0.0	1.9
[65] O=C(Cn1c(SCC(=O)N2CCCC2)nc2ccccc21)NC1CCCCC1
  17.4	1.2	0.0	-0.1
[66] O=C(NCc1ccco1)c1ccc2nc3ccccc3c(=O)n2c1
  -14.0	12.3	-0.2	0.0
[67] COc1cccc(CNS(=O)(=O)c2csc(C(N)=O)c2)c1
  15.9	-1.7	0.8	1.8
[68] O=S(=O)(Cc1ccccc1)c1nc2ccccc2n1Cc1ccccn1
  34.6	-14.4	-1.0	-1.1
[69] C#Cc1cccc(N2C(=O)c3cc4ccccc4c(-c4ccccc4)c3C2=O)c1
  6.8	7.4	-0.1	5.4*
[70] O=C(NC1(c2ccccc2F)CCCC1)c1cccc2nccnc12
  5.2	3.6	0.2	-0.7
[71] NC(N)=NC(N)=Nc1ccc(Cl)c(Cl)c1
  -2.0	-4.4	-0.1	0.4
[72] CC(C)(C)c1ccc(C(=O)Nc2ccc3c(c2)OCCO3)cc1
  12.8	-57.5	-0.1	0.0
[73] Cc1ccc2nc(NS(=O)(=O)c3ccc(Cl)cc3)c(Nc3ccc(C(=O)OC(C)C)cc3)nc2c1
  -0.5	2.4	-0.1	-0.3
[74] CC(C)[C@H](NC(=O)OCc1ccccc1)C(=O)NCc1ccc(C(=O)O)cc1
  4.1	3.5	0.0	0.3
[75] CCOc1ccc(C(=O)Nc2ccc3oc(-c4ccccc4)nc3c2)cc1[N+](=O)[O-]
  14.1	-2.5	0.7	0.1
[76] Cc1cccc(N=C2NC(=O)/C(=C\c3ccc(C(C)C)cc3)S2)c1
  2.1	5.5	0.0	0.9
[77] COc1ccc(C)cc1NC(=O)CCC1CCCC1
  -4.1	-5.8	-0.1	0.5
[78] O=C(NCCCO)/C(=C\C=C\c1ccccc1)NC(=O)c1cccc(Br)c1
  -2.1	2.7	-0.1	4.2
[79] CCCn1c2ccccc2c2nnc(SCC(=O)NC(Cc3ccccc3)C(=O)OC)nc21 (centres undefined)
  8.3	-4.2	0.0	-0.2
[80] CCOc1ccc(NC2c3ccccc3C(=O)N2c2ccccn2)cc1 (centres undefined)
  8.3	-14.7	-0.3	-3.8
[81] COc1ccc(CNc2ccnc3c(-c4ccc(OC)cc4OC)cnn23)cc1
  -3.7	-2.3	0.1	0.3
[82] COc1ccc(OCC2c3cc(OC)c(OC)cc3CCN2C(=O)c2ccc(Cl)c([N+](=O)[O-])c2)cc1 (centres undefined)
  3.9	11.8	-0.1	-0.6

An excerpt of these results, in transposed form:
[62] CN(CC(COc1cccc2ccccc12)OC(=O)c1ccc(Cl)cc1Cl)C1=NS(=O)(=O)c2ccccc21 (centres undefined)
[63] O=C(C1CC(Cc2cccc3ccccc23)=NO1)N1CCC(C(O)Cc2ccccc2)CC1 (centres undefined)
[64] COc1ccc(C(=O)O/N=C/c2ccc(N(C)C)cc2)cc1
[65] O=C(Cn1c(SCC(=O)N2CCCC2)nc2ccccc21)NC1CCCCC1
[66] O=C(NCc1ccco1)c1ccc2nc3ccccc3c(=O)n2c1

| entry no. | 62 | 63 | 64 | 65 | 66 |
| --- | --- | --- | --- | --- | --- |
| MITF primary | 3.3 | 2.8 | -0.9 | 17.4 | -14.0 |
| TEAD-YAP block | -10.6 | -5.2 | -3.5 | 1.2 | 12.3 |
| FBW7 act | 0.0 | 0.0 | 0.0 | 0.0 | -0.2 |
| GPR151 ag | 0.5 | -0.8 | 1.9 | -0.1 | 0.0 |

Single entries from the list.
#70 @ FBW7 act: 0.2
#65 @ MITF primary: 17.4
#71 @ TEAD-YAP block: -4.4
#62 @ FBW7 act: 0.0
